Compound activity from PubChem BioAssay.
CHOP UPR activ = activators of apoptotic arm of unfolded protein response (CHOP) | CHO-CHOP luciferase reporter, UPR activation, luminescence; percent of tunicamycin response over DMSO baseline | activation, % at 10 µM | hit rate 0.34% among 330,000 | AID 449763;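 active means at 10 µM dose, activation of 40% or more, normalized to positive control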;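 further: 100% = tunicamycin at 10 µg/mL and 0% = DMSO alone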
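Material: CHO-CHOP cells, stable luciferase reporter of PERK-eIF2a-CHOP signalling; quantity: 500 reporter cells seeded per well; buffer or medium: F12 medium containing 10% fetal bovine serum; compound: one dose, 10 µM in 0.5% DMSO; incubation: 6 h compound treatment, 37 °C; measured by: Steady-Glo luciferase luminescence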
EBI2 antag = antagonists of human EBI2 receptor | P32249 | EBI2 beta-arrestin recruitment, luminescence, 7a,25-OHC stimulated | inhibition, % at 5 µM | hit rate 0.81% among 360,000; in the data active means inhibition above about 38%;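 further: enzyme fragment complementation signal reports receptor beta-arrestin coupling in cells; 0% = agonist plus DMSO wells and 100% = wells without agonist; some results beyond the cut were filed as inactive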
Mdm2 MdmX PPI = disrupts the human Mdm2-MdmX interaction | inhibition, % at 8 µM | hit rate 3% among 330,000 | O15151+Q00987 | SaOS-2 split-luciferase Mdm2/MdmX complementation, luminescence;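 active means inhibition of at least 50% at 8 µM in the primary screen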
Target sequence (O15151 whole entry, looked up): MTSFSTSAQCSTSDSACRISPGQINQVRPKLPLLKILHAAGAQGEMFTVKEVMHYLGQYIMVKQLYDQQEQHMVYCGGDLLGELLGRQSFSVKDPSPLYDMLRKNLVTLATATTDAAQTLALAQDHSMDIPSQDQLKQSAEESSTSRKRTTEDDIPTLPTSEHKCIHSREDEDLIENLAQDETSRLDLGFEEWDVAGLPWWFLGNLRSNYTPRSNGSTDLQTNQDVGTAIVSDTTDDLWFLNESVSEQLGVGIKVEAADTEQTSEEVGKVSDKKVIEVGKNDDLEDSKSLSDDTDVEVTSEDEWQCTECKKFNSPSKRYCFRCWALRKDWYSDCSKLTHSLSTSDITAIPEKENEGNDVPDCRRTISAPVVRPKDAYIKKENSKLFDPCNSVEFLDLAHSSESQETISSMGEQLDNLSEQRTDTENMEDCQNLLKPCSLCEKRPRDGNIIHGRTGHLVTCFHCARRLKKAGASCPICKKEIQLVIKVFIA
Target sequence (Q00987 whole entry, looked up): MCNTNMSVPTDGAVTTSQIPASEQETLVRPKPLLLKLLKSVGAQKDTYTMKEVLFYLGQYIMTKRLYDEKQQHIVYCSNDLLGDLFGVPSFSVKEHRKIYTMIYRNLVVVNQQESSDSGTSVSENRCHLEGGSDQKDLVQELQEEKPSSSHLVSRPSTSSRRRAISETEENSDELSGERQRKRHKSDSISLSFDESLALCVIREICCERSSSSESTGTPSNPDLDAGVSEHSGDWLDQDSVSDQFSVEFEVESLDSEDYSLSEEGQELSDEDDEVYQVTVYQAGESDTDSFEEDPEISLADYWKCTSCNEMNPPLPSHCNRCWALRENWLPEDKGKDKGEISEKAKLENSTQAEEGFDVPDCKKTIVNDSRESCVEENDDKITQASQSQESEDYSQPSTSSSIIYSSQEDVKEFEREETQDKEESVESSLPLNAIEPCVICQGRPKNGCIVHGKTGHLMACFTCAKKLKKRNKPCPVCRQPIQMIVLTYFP
UPR XBP1 act = adaptive UPR (XBP1) activation; CHO-XBP1 luciferase reporter, IRE1-XBP1 UPR activation, luminescence; percent of tunicamycin response, DMSO as zero; activation, % at 20 µM; hit rate 0.33% among 330,000; AID 463104;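 active means versus positive control, 20 µM dose yields 30% or more activation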;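 further: 100% = tunicamycin at 10 µg/mL and 0% = DMSO only wells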
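Assay system: CHO-XBP1 luciferase reporter cells; Schedule: 6 h treatment, 37 °C; Detection: glow luminescence from Steady-Glo reagent; Benchmarks: high control tunicamycin 10 µg/mL final, low control DMSO vehicle only.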
CXCR6 inh = inhibitors of human CXCR6 receptor | AID 602244 | CHO-K1 PathHunter CXCR6 beta-arrestin, luminescence | hit rate 0.36% among 360,000 | O00574 | inhibition, % at 20 µM; in the data active means inhibition above about 34%, passing the limit was not always enough;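 further: antagonist mode with CXCL16 agonist at 10 nM final; 0% = 10 nM CXCL16 with DMSO and 100% = unstimulated wells without agonist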
tim23-1 inh = inhibits growth of tim23-1 mutant yeast | S. cerevisiae tim23-1 growth, BacTiter-Glo luminescence, 24 h | inhibition, % at 20 µM | hit rate 1.3% among 330,000 | AID 463212;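 active means growth inhibition of the mutant yeast at or above 50%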;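 further: temperature-sensitive mutant grown at 25 °C; plate controls were DMSO-treated mutant yeast for no effect and medium wells lacking yeast for full effect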
CCR6 antagonist = CCR6 (human) receptor antagonism | CHO-K1 CCR6 PathHunter beta-arrestin, luminescence, CCL20-stimulated | inhibition, % at 20 µM | hit rate 0.49% among 340,000;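 active means compounds whose inhibition of the agonist-driven luminescence signal at 20 µM reaches about 50%, limit read from the data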;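 further: cells stimulated with CCL20 at 14 nM final; plate controls were DMSO with CCL20 for no effect and DMSO without agonist for full effect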
APJ antag = APJ receptor antagonism. P35414. CHO-K1 APJ beta-arrestin complementation, luminescence. inhibition, % at 20 µM. hit rate 0.32% among 330,000. AID 2521;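 active means inhibition above about 40% at 20 µM, limit read from the data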;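 further: cells challenged with 10 nM apelin-13 agonist together with compound; plate controls were apelin-13 plus DMSO wells for no effect and DMSO wells lacking apelin-13 for full effect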
APJ ag = activates the human apelin receptor APJ; CHO-K1 APJ PathHunter beta-arrestin, luminescence; 0% DMSO wells, 100% apelin; activation, % at 20 µM; hit rate 0.11% among 330,000; AID 2520;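 active means activation more than six SD over the plate average, tested at 20 µM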;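 further: 0% = DMSO alone and 100% = apelin-13 at 10 nM; some results filed as inactive read as strong as hits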
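Assay system: engineered CHO-K1 APJ arrestin reporter cells; Amount: 1000 CHO-K1 reporter cells seeded per well; Dosing: one dose, 20 µM compound, 1% DMSO; Times: compound stimulation 90 min at 25 °C, detection 60 min; Measured by: luminescent beta-gal fragment complementation, chemiluminescent substrate; Read-out: APJ–arrestin association signal; Controls: DMSO vs Apelin-13 10 nM.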
* = called active by the depositor; / = not tested or not shown; & = joins results of further samples.

SMILES	CHOP UPR activ	EBI2 antag	Mdm2 MdmX PPI	UPR XBP1 act	CXCR6 inh	tim23-1 inh	CCR6 antagonist	APJ antag	APJ ag
CCOc1ccc(N2CC(C(=O)Nc3ccc(S(=O)(=O)N4CCCC4)cc3)CC2=O)cc1 (stereo unspecified)	2.5	53.4*	7.8	-2.0	4.8	22.7	1.3	1.1	2.2
O=C(COC(=O)C1CCN(C(=O)Nc2ccccc2)CC1)NCC(F)(F)F	-1.2	-0.2	30.1	0.6	0.8	-14.7	-12.1	22.5	-1.0
CCN1C(=O)C(Cc2nc3ccccc3c(=O)n2C)c2ccccc21 (stereo unspecified)	1.6	9.3	2.5	-1.7	-0.2	27.1	0.6	2.5	-0.1
Cc1nc(C)c(C(=O)OCC(=O)NCc2ccccc2Cl)s1	0.8	-5.4	24.6	-1.2	-0.3	16.9	-3.1	3.5	-3.2
COC(=O)c1cc(Cl)c(NC(=O)/C=C/c2ccc(Cl)cc2)cc1OC	-0.6	23.9	57.6*	-4.0	4.6	12.1	-3.9	16.6	-1.3
CC(c1ccc(F)cc1)n1cc(C(=O)NCCN(C)C)nn1 (stereo unspecified)	-0.1	-2.1	-6.7	2.9	17.7	-2.1	5.2	4.0	0.4
CC(C)C(NS(=O)(=O)c1cccs1)C(=O)NCc1ccccc1Cl (stereo unspecified)	-2.2	3.7	0.0	1.0	3.0	14.6	17.7	-1.7	0.7
COc1ccc([N+](=O)[O-])cc1N(CC(O)CN1CCCCC1)S(=O)(=O)c1ccccc1 (stereo unspecified)	-0.3	0.9	-24.9	-5.2	14.6	-7.2	18.2	27.3	-4.7
Cc1cccc(C2Nc3ccccc3C(=O)N2c2ccc(F)cc2)n1 (stereo unspecified)	0.6	5.0	-3.4	-0.3	2.6	18.5	-30.0	1.1	-2.4
CC(=C/c1ccccc1)/C=N/n1c(C)n[nH]c1=S	1.6	-14.8	33.9	-4.5	0.0	36.3	-12.3	25.2	-1.8
Cc1c(C)c2ccc(OCC(=O)NC3CCN(Cc4ccccc4)CC3)c(C)c2oc1=O	0.3	0.7	7.9	-4.5	7.6	6.9	28.2	-10.9	-1.7
Cc1cc(-c2cc(C(=O)NCc3ccccc3)on2)nc(S(C)(=O)=O)n1	2.9	-5.6	24.2	-3.6	-1.2	1.3	-2.8	-0.6	-3.2
CC(C)n1nc(C(=O)Oc2cc(Cl)ccc2Cl)c2ccccc2c1=O	10.3	-3.6	-2.7	0.5	0.8	-4.6	4.9	-2.6	-3.6
CC(NC(=O)Nc1ccccc1C(F)(F)F)C1CCCO1 (stereo unspecified)	-2.0	-0.5	0.0	-3.4	-8.3	11.9	-15.2	20.0	-1.7
Cc1ccc(OCCNC(=O)c2ccc(C)o2)cc1	-0.2	16.2	7.4	0.8	-1.8	2.4	8.1	-4.7	-1.7
CCN(CC)c1ccc(C(=O)OCC(=O)Nc2ncccn2)cc1	1.6	8.3	-15.9	-1.4	4.0	11.8	12.8	12.8	-4.9
CC(=O)N1CCN(CC(=O)Nc2cc([N+](=O)[O-])ccc2Cl)CC1	2.6	5.9	10.5	-1.2	-6.6	-2.8	-2.3	2.5	-1.3
Cc1oc(/N=C/c2ccc3c(c2)OCO3)c(C#N)c1C	1.7	1.3	3.8	3.8	-1.7	5.4	5.3	26.8	-4.4
Cc1ccc(S(=O)(=O)N(CC(=O)N(C(C)C)C(C)C)C(=O)N2CCN(C)CC2)cc1	2.5	3.7	22.6	-1.2	3.5	-7.9	-3.4	19.6	-1.7
COC(=O)C1=NN(c2ccccc2)C2(S1)S/C(=C\c1ccccc1)C(=O)N2c1ccccc1 (stereo unspecified)	-1.8	8.7	5.6	5.2	7.6	15.3	-7.7	7.0	-2.6
CSc1nnc(-c2ccccc2)n1C	-1.4	-3.4	10.8	-0.2	-10.3	-4.3	-3.8	6.0	-0.7
CC[C@]1(C(=O)OC)[C@H]2C(=O)N(Cc3ccccc3)C(=O)[C@H]2[C@H]2CN=C(SCc3ccc(C(=O)OC)cc3)N21	2.2	3.7	35.9	1.9	0.9	48.5	23.8	/	/
CCCC[n+]1ccn(-c2nc3c([N+](=O)[O-])cccc3n2C)c1	1.6	10.1	-50.4	-4.1	12.6	1.5	6.5	12.5	6.2
c1ccc(-c2n[nH]c(-c3ccccn3)n2)nc1	0.2&2.1	-7.9&-8.7	-8.0&28.7	-2.0&-3.6	-6.4&8.6	2.8&8.2	-2.6&0.6	-18.0&9.6	-3.3&0.1
O=C(Nc1ncc(S(=O)(=O)c2ccc([N+](=O)[O-])cc2)s1)c1ccc2ccccc2c1	4.2	-17.7	70.9*	0.0	0.0	-14.8	20.6	-19.3	3.1
CCc1cc(-c2n[nH]c(C)c2-c2nc3ccccc3s2)c(O)cc1OCC(=O)NN	-1.6	-11.5	9.8	-1.5	1.0	21.7	-3.7	-22.4	0.5
O=C(Cn1c(C(F)(F)F)nc2ccccc21)c1ccc(Br)cc1	0.5	0.4	25.6	-2.9	-0.6	-5.7	23.1	18.8	-2.5
Cc1c(NC(=O)N(C)C)c(=O)n(-c2ccccc2)n1C	-1.8	-9.6	11.4	-2.8	3.1	-1.4	10.8	7.5	-0.5
COc1ccc(S(=O)(=O)NNC(=O)Nc2ccc(F)cc2F)c(OC)c1	1.1	-5.7	10.7	-0.6	-1.3	10.9	6.1	22.1	-2.6
COc1cc(OC)cc(C(=O)Nc2ccc(NC(=O)c3ccco3)c(Cl)c2)c1	3.4	-0.2	29.2	3.5	1.7	-13.6	12.3	9.0	-0.4

2 of the compounds above, with two lines to a compound:
Screens in order: CHOP UPR activ	EBI2 antag	Mdm2 MdmX PPI	UPR XBP1 act	CXCR6 inh	tim23-1 inh	CCR6 antagonist	APJ antag	APJ ag
> CC[C@]1(C(=O)OC)[C@H]2C(=O)N(Cc3ccccc3)C(=O)[C@H]2[C@H]2CN=C(SCc3ccc(C(=O)OC)cc3)N21
 : 2.2	3.7	35.9	1.9	0.9	48.5	23.8	/	/
> CCCC[n+]1ccn(-c2nc3c([N+](=O)[O-])cccc3n2C)c1
 : 1.6	10.1	-50.4	-4.1	12.6	1.5	6.5	12.5	6.2

Additional records follow.
SMILES	CHOP UPR activ	EBI2 antag	Mdm2 MdmX PPI	UPR XBP1 act	CXCR6 inh	tim23-1 inh	CCR6 antagonist	APJ antag	APJ ag
CCc1ccc(OCC(=O)Nc2cc(S(=O)(=O)CC)ccc2O)cc1	-1.1	-0.5	-23.9	1.2	1.9	9.7	-2.4	-19.7	-3.9
COc1cc(C2C(C(=O)c3ccc(C)o3)=C(O)C(=O)N2c2cc(C)on2)cc(Br)c1O (stereo unspecified)	-2.5	4.2	-0.1	4.0	-3.6	1.5	6.8	-0.9	-1.7
O=C(CN(c1ccc(F)cc1)S(=O)(=O)c1ccccc1)NC1CCCCCC1	2.0	10.2	15.5	0.3	1.3	9.6	11.5	-4.0	-6.1
COc1ccccc1-n1cnnc1SCC(=O)Nc1cc(C(C)(C)C)nn1-c1ccccc1	-3.6	9.8	6.5	-2.3	-0.4	14.8	6.8	15.7	2.1
COc1ccc(NC(=O)c2cccnc2)c(OC)c1	0.2	-0.8	-10.9	-2.5	-1.8	-0.5	-3.0	-10.0	-2.7
Cc1ccc(Cn2ncc3c(N4CCN(c5ccccc5C)CC4)ncnc32)cc1	1.1	14.7	38.3	-4.7	13.4	28.0	10.1	-2.1	-2.3
C/C(CCN1CCc2nc(-c3ccccc3)c(-c3ccccc3)cc2C1)=N\O[C@@H](C)c1cn([C@H](CO)Cc2ccccc2)nn1	3.4	/	28.5	-2.4	/	9.3	/	-68.4	5.8
Cc1cc(Br)cc(C)c1NC(=O)c1ccccc1[N+](=O)[O-]	0.8	3.5	14.3	-1.9	1.1	-1.8	12.4	12.3	-3.1
COc1ccc([N+](=O)[O-])c(OC)c1C(=O)NC(=O)Nc1nc(C)nc(C)n1	0.4	6.2	25.8	-8.6	-1.9	-3.4	4.3	-4.2	7.9
OCCCn1c(C2CCCN2c2nc(-c3ccc(Cl)cc3)cs2)nc2cc(Cl)c(Cl)cc21 (stereo unspecified)	-2.2	-7.9	20.1	0.4	-0.2	6.4	12.0	13.4	0.0
CN(C)S(=O)(=O)c1cccc(NC(=O)c2cc(-c3cccs3)nn2-c2ccccc2)c1	-0.4	14.1	3.8	-0.4	2.2	2.1	8.3	5.1	-0.2
CCOC(=O)C(C(C)=O)=C1SC2CS(=O)(=O)CC2S1 (stereo unspecified)	-0.9	-11.4	-19.7	-1.0	5.4	-10.3	3.9	12.2	4.6
CCOC(=O)Cn1nnnc1C(CC)N(Cc1cccs1)Cc1cc2cc(C)ccc2[nH]c1=O (stereo unspecified)	1.9	5.7	19.2	-0.9	3.7	14.8	2.8	-20.7	0.9
CCOC(=O)C(C)n1cnc2c(nnn2Cc2ccc(C)cc2)c1=O (stereo unspecified)	1.4	4.4	1.9	-3.9	0.7	-3.0	6.9	-13.8	4.8
CCn1c(CNc2nc3ccccc3n2C(C)C)nc2ccccc21	2.4	3.1	14.9	1.2	7.0	-16.0	2.6	9.6	0.3
CC12CC(c3ccccc3O1)N(C(=O)c1ccco1)C(=O)N2c1ccccc1 (stereo unspecified)	-2.4	8.0	7.3	-4.8	6.4	23.2	0.4	-6.4	0.8
CCOC(=O)N1CCC(N2Cc3cccc(C(=O)Nc4ccc(OCC)cc4)c3C2=O)CC1	0.7	9.3	36.5	-2.1	4.3	15.0	-4.2	10.5	-4.1
CCCCCCNc1c([N+](=O)[O-])c(=O)sc2ccccc12	2.0	5.2	10.7	1.3	1.9	36.9	0.8	16.0	-1.8
CN(C)c1ccc(NC(=S)NCC2CCCO2)cc1 (stereo unspecified)	5.3	-1.8	-26.6	-0.9	-13.0	6.5	2.6	-1.1	-0.8
CC(=O)Nc1cccc(-c2nc3ccccc3o2)c1	3.7	7.5	10.6	0.2	3.8	19.3	-2.6	-22.9	-1.9
CCOc1c(O)ccc(/C=C2\SC(=S)NC2=O)c1[N+](=O)[O-]	-0.2	8.0	-31.2	-2.7	26.5	4.3	38.3	-15.7	-4.6
CN(C)c1nc(N/N=C/c2c[nH]c3ccccc23)nc(N2CCOCC2)n1	4.1	5.8	31.7	-0.5	-12.4	23.0	4.9	-0.8	-3.2
CC(=O)Nc1ccc(S(=O)(=O)N2CCN(c3nc4ccccc4n3CC(C)C)CC2)cc1	-0.1	-7.5	21.6	-2.5	-3.5	4.4	-1.4	-16.3	-0.5
CCN(Cc1ccccc1)c1ccc(/C=N/N2CCOCC2)cc1	2.9	4.7	4.2	2.0	-23.9	2.1	15.0	4.8	-3.2
Cn1c(=O)c(C(=O)COc2ccc(F)cc2Cl)c(N)n(Cc2ccccc2)c1=O	-0.6	9.3	7.5	-1.5	2.4	21.1	-1.8	6.4	0.3
Cc1ccc(-c2nnc(/C=C/c3ccccc3)o2)cc1	3.3	48.7*	-102.7	0.5	-0.3	3.7	11.8	-9.3	-1.0

These rows are one share of the data (hit frequency here may not be typical).
